High-throughput results (PubChem BioAssay)
Scp1 inh – Scp-1 (human) phosphatase inhibition; Q9GZU7; Recombinant Scp1, phosphopeptide, malachite green phosphate absorbance; inhibition, % at 20 µM; hit rate 0.88% among 340,000; AID 493091;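 active = inhibition above about 50% at 20 µM, limit read from the data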;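 note: plate controls were DMSO wells with enzyme for no effect and wells lacking enzyme for full effect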
Target sequence (Q9GZU7 76-261 limits assumed): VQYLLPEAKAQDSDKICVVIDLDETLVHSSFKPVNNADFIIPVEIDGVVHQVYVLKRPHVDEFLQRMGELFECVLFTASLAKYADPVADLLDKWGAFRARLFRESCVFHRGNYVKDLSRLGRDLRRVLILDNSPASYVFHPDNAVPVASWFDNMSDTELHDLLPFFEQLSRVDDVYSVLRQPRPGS
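System: truncated SCP-1 phosphatase (76-261aa); medium: Tris acetate buffer pH 5.5 with MgCl2 and Tween-20; incubation: 45 min room-temperature reaction, 5 min colour, 30 min stabiliser; compound: single 20 µM dose, 1% DMSO; reagent: Phosphorylated 17-residue peptide substrate; read-out: % inhibition at 20 µM; technique: colorimetric free-phosphate detection, absorbance 630 nm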
SKN-1 block – C. elegans SKN-1 inhibition | C. elegans VP596 Pgst-4::GFP/RFP ratio, acrylamide-induced, 24 h | inhibition, % at 21.8 µM | hit rate 0.49% among 360,000 | AID 624304;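 active = interference check ratio from 0.5 to 1.5 plus GFP to RFP signal ratio inhibition reaching or exceeding a fixed threshold, cut at about 30% in these data, passing the limit was not always enough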; note: some compounds called inactive have numbers as strong as hits
LMPTP block – blocks human LMPTP phosphatase | inhibition, % at 20 µM | recombinant LMPTP-A, OMFP fluorogenic substrate, fluorescence intensity | hit rate 0.22% among 360,000 | P24666;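 active = compounds that cut the enzyme signal by at least half of the control window in the single-dose screen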;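 note: plate controls were DMSO wells with enzyme plus substrate for no effect and substrate without enzyme for full effect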
Target sequence (P24666 whole entry, looked up): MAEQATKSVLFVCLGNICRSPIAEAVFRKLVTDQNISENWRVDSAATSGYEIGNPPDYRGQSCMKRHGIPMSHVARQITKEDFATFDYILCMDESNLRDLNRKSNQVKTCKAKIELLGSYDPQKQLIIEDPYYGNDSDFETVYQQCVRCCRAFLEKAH
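Test system – LMPTP-A phosphatase enzyme · Quantity – 0.625 nM LMPTP-A final · Reagent – OMFP substrate, 400 µM final · Dosing – one test concentration per compound, 20 µM, with 3% DMSO overall · Timing – 50 min enzyme reaction at room temperature, protected from light · Detection – fluorescence intensity · Controls – substrate-only low control, DMSO enzyme-plus-substrate high control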
NadD block – blocks S. aureus nicotinate mononucleotide adenylyltransferase; AID 602399; purified NadD enzyme, colorimetric absorbance read-out; inhibition, % at 20 µM; hit rate 0.78% among 360,000; in the data active = inhibition above about 26%; note: some compounds past the cut are filed as inactive
MT1-MMP act inh – inhibitors of human MT1-MMP activation | P50281 | HT1080 RFP-PRO-GFP cells, GFP/RFP ratio fluorescence, overnight; percent of plate control window, DMSO zero | GFP/RFP ratio change, % at 20 µM | hit rate 0.061% among 360,000;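 active = GFP/RFP ratio change of at least 30% with cell ATP level not reduced by more than half and red fluorescence within 50% of control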; note: strong numbers were not always called active
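Material: RFP-PRO-GFP reporter HT1080 cells. Dosing: single-point 20 µM compound, 1% DMSO. Controls: DMSO and RFP-L50D-GFP cell wells. Timing: cells overnight before dosing, compound overnight, 37 °C, 5% CO2. Measure: GFP/RFP fluorescence ratio.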
Rpn11 inh – blocks the human proteasome subunit Rpn11; O00487; human 26S proteasome, Ub4-pepOG fluorescence polarization; 20S core pre-blocked with epoxomicin; calls only at 20 µM; hit rate 0.59% among 360,000; AID 588493;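 active = inhibition at 20 µM, scaled to each plate's controls, above about 33%, limit read from the data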
Target sequence (O00487 whole entry, looked up): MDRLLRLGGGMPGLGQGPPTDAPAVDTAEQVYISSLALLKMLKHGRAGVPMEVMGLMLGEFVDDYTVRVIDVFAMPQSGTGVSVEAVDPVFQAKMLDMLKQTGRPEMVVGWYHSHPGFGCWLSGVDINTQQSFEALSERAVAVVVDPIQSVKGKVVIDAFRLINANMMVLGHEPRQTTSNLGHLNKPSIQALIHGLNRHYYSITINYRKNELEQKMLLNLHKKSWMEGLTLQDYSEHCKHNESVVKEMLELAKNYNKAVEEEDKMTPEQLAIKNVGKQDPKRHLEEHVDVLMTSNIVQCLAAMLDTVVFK
DNMT1 block – blocks human DNA methyltransferase DNMT1; P26358; DNMT1 molecular beacon, Hinp1I cleavage, fluorescence; inhibition (reported as % activation of signal), % at 10 µM; hit rate 0.83% among 360,000; AID 588458; in the data active = inhibition above about 50%
CendR NRP1 mod – alters CendR peptide binding to human NRP-1 | hit rate 0.85% among 360,000 | AID 602438 | FAM-RPARPAR peptide binding to NRP-1, fluorescence polarization | inhibition, % at 25 µM;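 active = inhibition or corrected inhibition above about 18%, plus a signal ratio from 0.5 to 1.5, limit read from the data, passing the limit was not always enough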; note: strong numbers were not always called active
STEP block – inhibitors of human striatal-enriched phosphatase STEP. recombinant STEP, OMFP fluorogenic substrate, fluorescence. hit rate 0.25% among 360,000. inhibition, % at 20 µM. P54829;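 active = inhibition at 20 µM, scaled per plate between control wells, above about 37%, limit read from the data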;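 note: 0% = DMSO with enzyme and substrate and 100% = substrate only without enzyme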
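material = STEP tyrosine phosphatase | reagent = fluorogenic phosphatase substrate OMFP at 25 µM final | doses = single compound dose of 20 µM, 1% DMSO final | schedule = 20 min reaction, room temperature, in the dark | measured by = fluorescence, 480/540 nm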
SUMO1 PPI mod – SUMO1-SIM interaction modulation; SUMO1 binding to a labelled peptide, TR-FRET, 1 h; P63165; hit rate 0.33% among 360,000; inhibition, % at 20 µM; AID 602429; in the data active = inhibition above about 37%
Target sequence (P63165 whole entry, looked up): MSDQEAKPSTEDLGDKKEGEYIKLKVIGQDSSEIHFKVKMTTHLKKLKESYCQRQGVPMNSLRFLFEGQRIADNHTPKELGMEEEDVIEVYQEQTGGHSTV
* = called active by the depositor; i = inactive; / = no result given.

SMILES	Scp1 inh	SKN-1 block	LMPTP block	NadD block	MT1-MMP act inh	Rpn11 inh	DNMT1 block	CendR NRP1 mod	STEP block	SUMO1 PPI mod
O=C(CNc1ccccc1)N/N=C/c1cc([N+](=O)[O-])ccc1N1CCCC1	1	-7	2.0	25	0	i	-4	-7	4	-18
COC(=O)CN1C(=O)COc2ccc(S(=O)(=O)NCc3ccc(Cl)cc3)cc21	-5	15	0.1	-8	3	i	3	11	2	3
CN(CCc1ccccc1)C(C(=O)Nc1ccc2c(c1)OCCO2)c1ccnc2ccccc12 (stereo not drawn)	/	2	3.5	9	-7	i	-8	-44	4	0
Clc1ccc(CN2CCN(/N=C/c3ccco3)CC2)cc1	-3	-4	-0.1	-3	-3	i	1	5	1	-5
O=C(Nc1ccccc1Oc1ccccc1)c1cccc([N+](=O)[O-])c1	-12	-19	0.3	-1	-2	i	-2	-24	0	-20
Cc1ccc(CSCCC(=O)NCCc2ccc(Cl)cc2)cc1	-8	2	-0.6	-6	2	i	4	-7	2	-3
COC(=O)C(C(=O)Nc1cc(C)on1)C1CCCCCC1 (stereo not drawn)	-8	20	-3.6	-3	0	i	0	0	-4	-1
Clc1ccc(Cc2ccc(Cl)nn2)c(Cl)c1	-2	17	-1.1	-2	-1	i	-2	-9	-6	4
O=C(CCCc1cccs1)Nc1ccc2c(c1)OCO2	-3	-6	-0.5	-3	2	i	-13	10	-1	-3
COc1ccc(C(=O)c2c[nH]c(C(=O)N=CN(C)C)c2)cc1	-8	-3	0.5	0	-7	i	1	10	-1	-2
O=C(Nc1ccc(N2CCCC2=O)cc1)c1cncc(Br)c1	-4	6	-1.0	1	-10	i	1	0	0	-8
Cc1ccc(OCCN2C(=O)c3ccccc3C2=O)cc1	-8	7	1.3	-6	-1	i	1	-8	3	-5
CC1CCCN(C(=O)c2ccc(Br)c(S(=O)(=O)N3CCOCC3)c2)C1 (stereo not drawn)	-3	12	-0.6	-4	0	i	-1	13	1	2
NC(=O)c1ncn([C@@H]2O[C@H](CNCc3ccc(-c4cc(C(F)(F)F)ccc4Cl)o3)[C@@H](O)[C@H]2O)n1	4	1	0.0	-4	1	i	1	-3	0	-2
COc1ccc(NC(=O)[C@H](COCc2ccccc2)NC(=O)OC(C)(C)C)cc1	-4	5	0.2	6	-3	i	-3	10	0	0
C/C(=N\NC(=O)c1nnn(-c2nonc2N)c1CN1CCC(C)CC1)c1ccc(Br)cc1	/	12	-2.2	-2	-2	i	7	0	1	3
CC(Sc1nncs1)C(=O)Nc1ccc2c(c1)OCCO2 (stereo not drawn)	-3	9	-1.1	-6	1	i	10	8	-5	4
COC(=O)C(Cc1ccc(O)cc1)NC(=O)Cn1cc(C)c(=O)[nH]c1=O (stereo not drawn)	4	9	-0.6	-1	6	i	-1	8	-1	6
c1ccc2oc(SCc3nc4ccccc4s3)nc2c1	-15	45*	0.9	-5	0	i	-6	12	-1	1
COc1ccc(CN2CCC(=O)N([C@H](CO)CC(C)C)CC2)cc1OC	-3	2	0.6	4	3	i	4	-9	0	-1

The closing two records of the section before open the next one:
SMILES	Scp1 inh	SKN-1 block	LMPTP block	NadD block	MT1-MMP act inh	Rpn11 inh	DNMT1 block	CendR NRP1 mod	STEP block	SUMO1 PPI mod
c1ccc2oc(SCc3nc4ccccc4s3)nc2c1	-15	45*	0.9	-5	0	i	-6	12	-1	1
COc1ccc(CN2CCC(=O)N([C@H](CO)CC(C)C)CC2)cc1OC	-3	2	0.6	4	3	i	4	-9	0	-1
Cc1nc2ccc(S(=O)(=O)N(C)CC(=O)N3CCc4ccccc43)cc2s1	-2	1	2.3	-7	3	i	-1	-7	-6	0
O=C(Cn1cnc2c(nnn2-c2cccc(Cl)c2)c1=O)N1CCOCC1	2	-14	-1.3	-4	4	i	8	3	-1	-1
CCSc1ccccc1-c1nc(-c2ccncc2)no1	1	6	0.3	-6	-5	i	1	15	1	0
Cc1cccc(C(=O)Nc2ccc(C(=O)Nc3ccc(O)cc3)cc2)c1	-2	6	-0.3	1	5	i	4	-1	-1	4
COc1ccc(NC(=O)CSc2n[nH]c(=O)n2C2CC2)cc1OC	-8	-9	-1.0	-6	-2	i	-1	-10	2	1
Cc1ccc(C(CNC(=O)C(=O)Nc2ccc3c(c2)OCCO3)N2CCN(C)CC2)cc1 (stereo not drawn)	-2	5	0.5	-7	-7	i	2	-6	0	-1
CN1CCN(C(=O)c2ccc(S(=O)(=O)Nc3ccccc3)cc2)CC1	-3	8	-0.2	1	0	i	4	-12	2	-3
CC1(C(=O)Nc2ccc(F)cc2F)CCN1C(=O)CCC1CCCC1 (stereo not drawn)	/	15	0.1	3	4	i	-1	4	-2	2
COc1ccc(S(=O)(=O)N(C)c2ccc(C(=O)N3CCC(C(N)=O)CC3)cc2)cc1OC	-1	9	-1.1	7	5	i	0	4	-1	1
CCOc1ccc(S(=O)(=O)NCCC(=O)OCC(=O)c2ccc(NC(C)=O)cc2)cc1	-4	-7	-0.6	0	2	i	-10	6	-1	0
O=C(NCc1ccco1)c1cnn2c(C(F)F)cc(-c3ccccc3)nc12	9	-6	-0.8	0	7	i	1	7	-1	-1
CCOC(=O)N1CCC(NC(=O)CS(=O)Cc2nc(-c3ccc(OC)c(OC)c3)oc2C)CC1 (stereo not drawn)	-8	-5	-0.3	0	6	i	2	-4	-3	4
CCCCCC(=O)Nc1ccc(N2CCN(C(=O)c3ccccc3)CC2)cc1	-1	-16	-0.9	0	2	i	-4	4	6	-3
C=C(C(=O)c1ccccc1)C(CC(=O)c1ccccc1)c1ccccc1 (stereo not drawn)	-12	11	2.6	-1	-17	i	16	4	1	10
CC1=C(C(=O)Nc2cccc(C(=O)N3CCN(c4cccc(C(F)(F)F)c4)CC3)c2)SCCO1	1	-1	3.0	-3	-1	i	1	4	2	2
O=C(O)c1ccc(NC(=O)c2ccc(Cl)cc2)c(NC(=O)c2ccc(Cl)cc2)c1	-6	8	-0.5	0	2	i	2	-4	0	6
COC(=O)c1ccccc1NC(=S)N1CCC(N2CCCCC2)CC1	9	-17	-1.8	-4	-2	i	16	4	1	-11
CN(Cc1ccccc1)C(=O)c1ccccc1Br	3	1	-0.6	-3	-3	i	0	3	0	4
Cc1cc(C)n2nc(C(=O)Oc3ccc4c(c3)OCO4)nc2n1	-1	4	-2.2	3	1	i	-4	1	-1	-2
c1ccc2c(c1)CCN(c1nc3cc4c(cc3s1)OCO4)C2	2	5	1.4	-2	4	i	-6	-2	1	7

3 entries already listed, arranged by their value in MT1-MMP act inh, low to high.
SMILES	Scp1 inh	SKN-1 block	LMPTP block	NadD block	MT1-MMP act inh	Rpn11 inh	DNMT1 block	CendR NRP1 mod	STEP block	SUMO1 PPI mod
Cc1nc2ccc(S(=O)(=O)N(C)CC(=O)N3CCc4ccccc43)cc2s1	-2	1	2.3	-7	3	i	-1	-7	-6	0
O=C(Cn1cnc2c(nnn2-c2cccc(Cl)c2)c1=O)N1CCOCC1	2	-14	-1.3	-4	4	i	8	3	-1	-1
Cc1cccc(C(=O)Nc2ccc(C(=O)Nc3ccc(O)cc3)cc2)c1	-2	6	-0.3	1	5	i	4	-1	-1	4

Further records follow.
SMILES	Scp1 inh	SKN-1 block	LMPTP block	NadD block	MT1-MMP act inh	Rpn11 inh	DNMT1 block	CendR NRP1 mod	STEP block	SUMO1 PPI mod
COc1ccc(CCNC(=O)c2oc3ccccc3c2C)cc1	-5	-1	3.6	-6	3	i	-5	3	0	3
OC[C@@H]1CN(Cc2ccccc2)C[C@H](n2cnc3c(NCc4ccc(F)cc4)ncnc32)O1	/	-11	-0.9	-1	-1	i	7	0	3	6
CC(=O)Nc1ccc(NC(=O)C2(C)Cc3c(-c4ccc5c(c4)OCO5)ccnc3O2)cc1 (stereo not drawn)	/	8	-0.3	8	1	i	-2	0	1	-2
Cc1cccc(C)c1NC(=O)C(C)c1ccc(-c2ccccc2)c(F)c1 (stereo not drawn)	-21	12	2.2	5	-7	i	-4	-7	8	1
CC(C)CCNC(=O)CN(Cc1ccc2c(c1)OCO2)C(=O)Cn1nnc(-c2cccs2)n1	-15	13	1.3	-2	-1	i	1	-2	0	-4
CCCNC(=O)c1onc(CSc2cccc(OC)c2)c1C(=O)NCCC	-6	-21	0.3	-5	-1	i	2	10	1	3
Cc1c(C=O)c2ccccc2n1CCOc1ccccc1	-1	1	-0.8	-1	8	i	6	6	1	4

In the list so far, these have a furan ring, fused or not:
SMILES	Scp1 inh	SKN-1 block	LMPTP block	NadD block	MT1-MMP act inh	Rpn11 inh	DNMT1 block	CendR NRP1 mod	STEP block	SUMO1 PPI mod
Clc1ccc(CN2CCN(/N=C/c3ccco3)CC2)cc1	-3	-4	-0.1	-3	-3	i	1	5	1	-5
NC(=O)c1ncn([C@@H]2O[C@H](CNCc3ccc(-c4cc(C(F)(F)F)ccc4Cl)o3)[C@@H](O)[C@H]2O)n1	4	1	0.0	-4	1	i	1	-3	0	-2
O=C(NCc1ccco1)c1cnn2c(C(F)F)cc(-c3ccccc3)nc12	9	-6	-0.8	0	7	i	1	7	-1	-1
COc1ccc(CCNC(=O)c2oc3ccccc3c2C)cc1	-5	-1	3.6	-6	3	i	-5	3	0	3
